p53 reactivation: mutant p53 re-activation in reporter cells | H1299 p53-A138V BP100-luciferase reporter, luminescence, 24 h | Potency, µM (titrated, usually from 92.2 µM), for the others: at the highest dose activity change, positive = activation, hits mostly activators | AID 504706 | 320,000 tested, 0.063% active; further: potency means the concentration at half of the fitted maximal effect; % of control where 0% means no effect; nearly all actives have a fitted effect of over 45% in size
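H1299 (p53-null), stable ts p53-A138V + BP100-Luc; 1000 cells/well, Opti-MEM/10% FBS; cpd 4 pt, 1:5; 24 h, 37 deg C, 5% CO2; detection reagent 10 min RT; luminescence.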
AT treatment: potential ataxia-telangiectasia treatments restoring KAP-1 phosphorylation; […] A-T fibroblasts, KAP-1 phosphorylation AlphaLISA; neocarzinostatin DNA damage 30 min before lysis; Potency, µM (highest dose often 57.5 µM), for inactives: top-dose activation, hits mostly activators; 320,000 tested, 0.19% active; further: potency means the concentration at half of the fitted maximal effect; % of control where 0% means no effect; nearly all actives have a fitted effect of over 45% in size
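hTERT-immortalized A-T patient fibroblasts ([…]), 500 cells/well in OPTI-MEM, 1% FBS, got compounds for 60 min, then NCS for 30 min at 37C. Lysates were then assayed for phospho-KAP-1 by AlphaLISA (anti-pKAP1 donor, anti-KAP1 acceptor beads), 6 hr at 25C.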
TRPV1 ag: activates the human vanilloid receptor TRPV1. Q8NER1. 320,000 tested, 0.19% active. TRPV1-expressing cells, Fluo-8 calcium influx, agonist mode. activation, % at 8.33 µM; in the data active means activation above about 80%; inconclusive means between about 30% and that limit; further: 0% is about no effect
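Cells expressing TRPV1 were dye-loaded with Fluo-8 and read kinetically: 10 s baseline, 3 min after compound (agonist portion), then 2 min after EC20 capsaicin (allosteric enhancer portion). Calcium-bound dye fluorescence at 480/520 nm.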
CXXC DNA block: blocks binding of human MLL CXXC domain to DNA; MLL-CXXC / FITC-HOXA9 DNA fluorescence polarization; 290,000 tested, 0.037% active; Potency, µM (top dose mostly 115 µM), for inactives: at the top dose activity change, negative = inhibition, usual class: inhibitors; active means well fitted inhibition curve with a large enough effect in the polarisation, with a control signal flat, not every such curve was filed as active; inconclusive means small, poorly fitted or top-dose-only effect, or effect the other way, or a change in a side signal; inactive means no such curve, though single readings can be large or run the other way; the % refers to the polarisation; further: potency means the concentration at half of the fitted maximal effect
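Fluorescence polarization: 7 uM MLL-CXXC (stock) preincubated 5 min with compounds, then 50 nM fluorescein-HOX-A9 DNA (stock) added; 30 min ambient. Buffer 50 mM Tris-HCl pH 7.5, 50 mM NaCl, 1 mM DTT, 0.05% BSA.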
ELG1 DNA repair: inhibitors of ELG1-dependent DNA repair in HEK293T cells. HEK293T ELG1-luciferase reporter, luminescence, 16 h; DNA damage induced by 5-fluorouridine. Potency, µM (titrated, usually from 46.1 µM), for inactives: top-dose activity change, negative = inhibition, usual class: inhibitors. 330,000 tested, 2.3% active; further: potency means the concentration at half of the fitted maximal effect; on the % scale 0 is the no-effect control and ±100 the full control effect; nearly all actives have a fitted effect of over 55% in size
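5-Fluorouridine DNA damage + compound/DMSO, 2,000 cells/well, 16 h, 37 °C/5% CO2. ONE-Glo, 30 min RT, luminescence. Readout = decrease in reporter signal.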
Integrin act MD: activators of alpha7 integrin expression for muscular dystrophy. alpha7betagal myoblasts, beta-gal FDG fluorescence, 48 h. Potency, µM (series often up to 38.3 µM), for inactives: top-dose activation, usual class: activators. 350,000 tested, 0.064% active. AID 624291;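 further: potency means the concentration at half of the fitted maximal effect; 100% = response of the positive control SU9516; nearly all actives have a fitted effect of over 60% in size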
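alpha7betagal+/- myoblasts (passage 13, 250/well) treated 48 h at 37C with compounds at 1:260 dilution of DMSO stock. Lysed, then beta-galactosidase activity read as FDG fluorescence (ex 480/em 540) after 30 min, with pre-read for autofluorescence.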
TCR activator: activators of T cell receptors; 330,000 tested, under 10 active; primary human leukocytes, anti-CD3, IL-2 HTRF, 48 h; AID 504894; Potency, µM (highest dose often 9.22 µM), for the others: at the top dose activation of IL-2 secretion, actives largely listed as activators; further: % of control where 0% means no effect
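Human primary leukocytes + a-CD3 beads + cpd, 48 hr; IL-2 in supernatant by HTRF (ex 320nm / em 665nm). No co-stimulatory signal supplied.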
TSG101-PTAP inh: blocks PTAP/TSG101 interaction to inhibit HIV-1 budding | Q99816 | Fluorescence polarization, FITC-PTAP peptide / Tsg101 binding | Potency, µM (doses to about 115 µM), for the others: at the highest dose activity change, negative = inhibition, usual class: inhibitors | 340,000 tested, under 10 active | AID 493005; active means well fitted inhibition curve with a large enough effect in the main read-out, with a control signal flat, not every such curve was filed as active; inconclusive means small, poorly fitted or top-dose-only effect, or effect the other way, or a change in a side signal; inactive means no such curve, though single readings can be large or run the other way; further: potency means the concentration at half of the fitted maximal effect; % of control where 0% means no effect
Target sequence (Q99816 whole entry, looked up): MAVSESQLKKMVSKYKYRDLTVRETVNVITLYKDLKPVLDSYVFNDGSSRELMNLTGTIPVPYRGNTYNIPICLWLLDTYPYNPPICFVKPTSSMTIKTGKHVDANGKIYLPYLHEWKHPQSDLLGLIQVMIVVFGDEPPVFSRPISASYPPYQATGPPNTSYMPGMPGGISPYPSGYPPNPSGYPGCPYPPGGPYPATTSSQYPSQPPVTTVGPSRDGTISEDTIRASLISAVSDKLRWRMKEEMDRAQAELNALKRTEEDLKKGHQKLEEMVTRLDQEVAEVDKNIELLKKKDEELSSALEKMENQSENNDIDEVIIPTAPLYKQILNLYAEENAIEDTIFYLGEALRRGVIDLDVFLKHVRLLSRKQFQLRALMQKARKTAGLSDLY
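Fluorescence anisotropy tracks displacement of a FITC-tagged PTAP peptide (50 nM) from the Tsg101 binding domain (10 uM), following a 20 min room-temperature incubation at pH 7.5.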
B2AR arrestin: beta2AR (human) beta-arrestin recruitment activity; P07550; beta-arrestin recruitment to beta2AR, cell-based reporter; Potency, µM (series often up to 46.1 µM), without a hit: at the top dose activation, actives largely listed as activators; 330,000 tested, 0.02% active; AID 492947;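 further: potency means the concentration at half of the fitted maximal effect; 0% = DMSO controls and full agonism = EC100 isoproterenol or metaproterenol; nearly all actives have a fitted effect of over 65% in size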
Target sequence (P07550 whole entry, looked up): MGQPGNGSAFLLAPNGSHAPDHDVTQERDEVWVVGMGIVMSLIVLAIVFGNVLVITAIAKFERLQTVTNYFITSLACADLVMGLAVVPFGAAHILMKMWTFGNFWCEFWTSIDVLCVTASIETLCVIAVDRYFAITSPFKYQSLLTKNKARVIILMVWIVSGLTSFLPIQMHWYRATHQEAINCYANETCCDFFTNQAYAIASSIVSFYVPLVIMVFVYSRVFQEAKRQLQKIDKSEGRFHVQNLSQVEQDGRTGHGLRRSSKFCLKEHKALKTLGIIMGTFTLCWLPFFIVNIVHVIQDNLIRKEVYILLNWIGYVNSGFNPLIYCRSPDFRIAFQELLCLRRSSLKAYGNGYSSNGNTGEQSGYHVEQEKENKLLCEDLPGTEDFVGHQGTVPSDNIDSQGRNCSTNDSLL
BRCA1 expr act: activators of BRCA1 expression; MCF7-BRCA1-FFLuc reporter, luminescence, 48 h; response scale: scaled: vehicle 0%, 10 µM genistein 100%; Potency, µM (series often up to 46.1 µM), without a hit: at the top dose activation, actives largely listed as activators; 380,000 tested, 1.1% active; further: potency means the concentration at half of the fitted maximal effect; nearly all actives have a fitted effect of over 80% in size; some results filed as inactive show a strong effect at the top dose
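Luminescence from a BRCA1-driven firefly luciferase in MCF7 cells was read after 48 h compound exposure at 37 C. Data normalized against DMSO and a 10microM genistein activation control, then curve-fitted across the titration.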
* marks the source's active call; other numbers are inactive results; ? = inconclusive; . = not tested or not shown; [ ] = another dose, or the depositor's remark. Unless noted, the call rests on the fitted dose curve; in most records, active means well fitted curve in the direction sought with a large enough effect; inconclusive means small, poorly fitted or top-dose-only effect, or another doubt; inactive means no such curve, though single readings can be large; an effect the other way counts as inactive or inconclusive. Not a hit list (roughly 3.8% active in at least one column).

SMILES	p53 reactivation	AT treatment	TRPV1 ag	CXXC DNA block	ELG1 DNA repair	Integrin act MD	TCR activator	TSG101-PTAP inh	B2AR arrestin	BRCA1 expr act
O=C(COC(=O)/C=C/c1cccc(C(F)(F)F)c1)NCc1cccs1	9%	-8%	?	.	13%	11%	-5%	-1%	-0.2%	-23%
Cc1ccc2c(c1)C(c1ccccc1)N(C(=O)c1ccccc1[N+](=O)[O-])CC(=O)N2 (centres undefined)	-5%	-7%	20	-9%	21µM*	-29%	-6%	-2%	0.4%	-18%
O=C(NCc1cnn(-c2ccc(F)cc2)c1)C1CCC(=O)N(C2CC2)C1 (centres undefined)	-1%	8%	-3	-7%	-4%	-20%	2%	.	0.2%	-7%
CN(C)c1ccc(S(=O)(=O)NCC(=O)NCCC2=CCCCC2)cc1[N+](=O)[O-]	-3%	0%	?	.	9%	-16%	2%	0%	-4.0%	-11%
CCn1c(SCC(=O)Nc2cc(C)c(Cl)cc2OC)nnc1-c1ccco1	-5%	3%	2	4%	-26%	-10%	-11%	-2%	0.5%	-25%
O=C(O)c1ccccc1C(=O)Nc1ccc(S(=O)(=O)N2CCCC2)cc1	-5%	1%	-3	0%	3%	13%	-4%	-12%	-0.6%	12%
Cc1ccc(C)c(OCc2n[nH]c(=S)o2)c1	4%	-32%	-1	-17%	-4%	2%	3%	-2%	-0.2%	-4%
COc1ccc(OC)c(CN2C(=O)c3ccccc3C2C(=O)NCc2cccnc2)c1 (centres undefined)	4%	7%	0	1%	14%	-24%	-8%	1%	0.2%	-9%
CCc1n[nH]c(=S)n1/N=C/c1c[nH]c2ccc(Br)cc12	-1%	0%	-1	-3%	4%	8%	-16%	1%	-0.1%	-37%
CNC(=S)NNC(=O)c1cn(C)nc1C	0%	2%	-3	-30%	12%	?	-6%	-3%	-1.1%	0%
Cc1csc2nc(CCNS(=O)(=O)c3cccs3)cn12	?	-5%	0	9%	?	-22%	-1%	-1%	-0.1%	?
COc1ccc(/C=N/NC(=O)c2ccoc2C)cc1OC	26%	-5%	-5	-4%	?	15%	-2%[46.1 µM]	0%	-0.9%	-5%
O=C(Nc1ccc(Cl)cc1C(=O)NCCN1CCOCC1)c1ccc(Cl)cc1Cl	-9%	0%	4	2%	1%	-39%	-9%	-7%	0.0%	-22%
O=C(COc1ccccc1)c1ccccc1	.	.	.	.	.	12%	2%	-1%	.	?
Cc1ccc2c(COn3nnc4ccc(S(=O)(=O)N(C)C)cc43)cc(=O)oc2c1C	-6%	-6%	10	79%[activator]	2%	.	.	.	-0.3%	.
CCC(C)(c1nnnn1-c1c(C)cccc1C)N(N=O)c1cccc(C(F)(F)F)c1 (centres undefined)	-7%	1%	9	-2%	-2%	-31%[inhibitor]	-4%[46.1 µM]	0%	-1.1%	-34%
Cc1ccc(-c2nnn(CC(=O)N(CCCO)C(C(=O)NC3CCCC3)c3ccc(Cl)cc3)n2)o1 (centres undefined)	-7%	-12%	3	0%	15%	-10%	-1%	0%	-0.1%	-12%
Fc1ccc(NC(=S)NCc2ccccc2)cc1	.	2%	?	-2%	-5%	-6%	5%	-1%	-0.2%	7%
Cc1ccc(NC2=C/C(=N/S(=O)(=O)c3cccs3)c3ccccc3C2=O)cc1	-17%	?	?	-1%	?	-62%[inhibitor]	-4%[46.1 µM]	-3%	0.1%	-103%[inhibitor]
C=CCc1cccc(/C=N/NC(=O)CCC(=O)Nc2ccc(F)cc2)c1O	16%	-7%	19	6%	?	-32%	7%[46.1 µM]	2%	0.3%	-85%
O=C(Nc1cc(F)ccc1F)C1CCCO1 (centres undefined)	-2%	.	6	2%	8%	19%	-5%	-5%	-0.2%	-6%
Cc1ccc(S(=O)(=O)NCCC(=O)Nc2ccc3c(c2)OCO3)cc1	3%	7%	0	-1%	-1%	-11%	-2%	-3%	0.5%	2%
CC(=O)Oc1c(Sc2ccccc2[N+](=O)[O-])c(C)nn1C(C)(C)C	-2%	-1%	-1	-4%	29%	0%	16%	-1%	0.5%	-37%
Cc1ccc(NC(=O)CN2CCN(S(=O)(=O)c3ccc(F)cc3)CC2)cc1C	-4%	2%	2	.	-6%	?	-2%	-4%	-0.1%	-30%
CCOC(=O)C(=O)Nc1ccccc1C(=O)OC	-1%	7%	-2	-4%	24%	0%	2%	2%	3.1%	1%
CCc1[nH]nc2c1C(C1C=CCCC1)C(C#N)=C(N)O2 (centres undefined)	?	5%	2	-6%	?	-20%	8%	-2%	0.2%	-18%
CCCCOC(=O)/C=C\C(=O)OCCCC	-1%	-54%[inhibitor]	1	14%	18%	15%	9%	0%	-0.4%	15%
Cc1ccc(N)c2c1OCCC2=O	-11%	2%	-4	2%	-1%	-1%	-6%[46.1 µM]	-2%	-0.2%	-15%
CN(Cc1cnc2nc(N)nc(N)c2n1)c1ccc(C(=O)NC(CCC(=O)O)C(=O)O)cc1 (centres undefined)	.	.	.	.	.	7%	1%	-11%	.	?
COc1cc2c(cc1OC)C(=O)Cc1ccc3c(c1CN(C)CC2)OCO3	-3%	12%	-2	-19%	4%	2%	-3%	-6%	-0.1%	1%
COc1cc(/C=C(/C#N)c2nc3ccccc3[nH]2)ccc1OC(=O)c1ccco1	11%	-1%	4	?	?	18%	1%	1%	0.0%	72%
O=C(O)COCC(=O)NCc1nc(-c2ccc(C(F)(F)F)cc2)no1	1%	-5%	-1	-2%	-2%	-8%	0%	-1%	-1.0%	7%
Cc1ccccc1CN1CCN(S(=O)(=O)c2ccc(Cl)s2)CC1	14%	10%	14	-2%	-15%	-32%	1%	.	-0.4%	-30%
O=C(Nc1cccnc1)c1ccc(CN2CCc3ccccc3C2)cc1	20%	6%	?	11%	8.2µM*	-12%	.	-6%	-0.6%	-31%
CCOc1ccc(-c2noc(CCCC(N)=O)n2)cc1OC	3%	-8%	7	12%	10%	-10%	1%	-9%	-0.4%	-27%
O=C(N/N=C/c1ccc(N2CCOCC2)cc1)c1ccc(O)cc1	0%	2%	2	19%	?	-29%	-5%	-1%	-0.3%	6%
CN1C(=O)[C@@H]2[C@H](C1=O)[C@@H]1C(=O)Nc3ccccc3C(=O)N1[C@@H]2c1ccc(F)cc1	6%	-10%	0	-8%	-1%	13%	-6%	-4%	-0.7%	4%
COc1ccccc1NC(=O)c1ccccc1NC(=O)c1ccccn1	-3%	1%	19	.	-15%	0%	4%	-5%	-0.4%	-14%
Cc1cccc(C(=O)NC(C)C(=O)NC(c2nc3ccccc3[nH]2)C(C)C)c1 (centres undefined)	7%	2%	0	.	15%	5%	-41%	-4%	0.4%	-7%
NCc1cccc(-n2cccn2)c1	-2%	-1%	-1	-8%	?	-12%	0%	-12%	0.0%	8%

The closing 2 records of the part before open the next one.
SMILES	p53 reactivation	AT treatment	TRPV1 ag	CXXC DNA block	ELG1 DNA repair	Integrin act MD	TCR activator	TSG101-PTAP inh	B2AR arrestin	BRCA1 expr act
Cc1cccc(C(=O)NC(C)C(=O)NC(c2nc3ccccc3[nH]2)C(C)C)c1 (centres undefined)	7%	2%	0	.	15%	5%	-41%	-4%	0.4%	-7%
NCc1cccc(-n2cccn2)c1	-2%	-1%	-1	-8%	?	-12%	0%	-12%	0.0%	8%
O=C(O)CSCCn1cccn1	5%	3%	3	-4%	6%	-20%[7.66 µM]	2%	1%	-0.5%	1%
COc1ccc(-c2noc(CCCC(=O)NCCc3ccccc3)n2)cc1OC	-1%	-1%	8	2%	1%	-17%	-1%	-9%	-0.4%	-42%
CCc1ccc(S(=O)(=O)Nc2ccc(N3CCN(C)CC3)cc2)cc1	1%	-9%	3	-11%	0%	-2%	1%	-3%	3.9%	0%
O=C(c1cccnc1)N1CCN(S(=O)(=O)c2ccc(S(=O)(=O)N3CCCC3)cc2)CC1	-2%	2%	0	3%	21%	-3%	0%	-7%	-1.2%	21%
COc1ccccc1/C=C\C(=O)NCC(=O)N/N=C/c1cccc(OC)c1O	25%	5%	1	10%	-6%	-55%[inhibitor]	-4%	2%	0.1%	-74%
CCCOc1ccc(C(=O)NC(=S)N2CCN(c3cc4c(cc3F)c(=O)c(C(=O)O)cn4CC)CC2)cc1	5%	-4%	-2	0%	0%	9%	4%	-2%	-0.1%	1%
COc1ccc(N(CC(=O)NCc2ccco2)C(=O)CCC(=O)Nc2nccs2)c(OC)c1	-1%	5%	-2	22%	-13%	-2%	-10%	-5%	-0.3%	1%
N/C(=N\OC(=O)c1ccc(Cl)c([N+](=O)[O-])c1)c1ccccc1	?	2%	9	-10%	?	-24%	.	-5%	2.8%	-45%
COc1ccc(Cl)cc1NC(=O)CN(C)Cc1cccs1	-1%	12%	-2	-3%	-25%	-43%	5%	0%	-1.0%	-30%
COc1ccc(-c2c(-c3ccc4c(c3)OCO4)c3ccccc3n2C)cc1	.	.	.	.	.	-10%	0%	0%	.	-10%
CC(=O)c1c(C)[nH]c(C(=O)Nc2nc(-c3ccccc3)c(C)s2)c1C	?	-3%	2	12%	?	-22%	1%[46.1 µM]	-1%	-0.5%	74%

Compound activity as filed in PubChem.
